SENP8 block-1 – blocks the human protease SENP8 | Q96LD8 | purified SENP8, Z-RLRGG-aminoluciferin cleavage, luminescence | inhibition, % at 10 µM | 1.2% of 330,000 active | AID 2540; in the data active means inhibition above about 50%
Target sequence (Q96LD8 whole entry, looked up): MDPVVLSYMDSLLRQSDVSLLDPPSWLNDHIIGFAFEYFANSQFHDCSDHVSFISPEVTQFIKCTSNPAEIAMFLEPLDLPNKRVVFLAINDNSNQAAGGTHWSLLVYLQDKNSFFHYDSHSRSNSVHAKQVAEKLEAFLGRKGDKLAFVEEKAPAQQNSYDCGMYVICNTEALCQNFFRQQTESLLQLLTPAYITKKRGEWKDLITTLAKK
PfGluPho inh – PfG6PD (Plasmodium falciparum) enzyme inhibition; 0.78% of 350,000 active; inhibition, % at 20 µM; PfGluPho enzyme, NADPH resazurin-diaphorase fluorescence;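 active means inhibition reaching at least a set limit at 20 µM in the primary screen, cut at about 59% in these data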;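 further: 0% = DMSO wells with substrate and 100% = DMSO wells lacking glucose-6-phosphate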
SENP6 inh – SENP6 protease inhibition; Recombinant SENP6 catalytic domain, aminoluciferin luminescence; inhibition, % at 10 µM; 1.8% of 330,000 active; Q9GZR1;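 active means inhibition above about 50% at the single tested dose, limit read from the data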;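 further: plate controls were DMSO wells with enzyme for no effect and DMSO wells lacking enzyme for full effect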
Target sequence (Q9GZR1 628-1112 limits assumed): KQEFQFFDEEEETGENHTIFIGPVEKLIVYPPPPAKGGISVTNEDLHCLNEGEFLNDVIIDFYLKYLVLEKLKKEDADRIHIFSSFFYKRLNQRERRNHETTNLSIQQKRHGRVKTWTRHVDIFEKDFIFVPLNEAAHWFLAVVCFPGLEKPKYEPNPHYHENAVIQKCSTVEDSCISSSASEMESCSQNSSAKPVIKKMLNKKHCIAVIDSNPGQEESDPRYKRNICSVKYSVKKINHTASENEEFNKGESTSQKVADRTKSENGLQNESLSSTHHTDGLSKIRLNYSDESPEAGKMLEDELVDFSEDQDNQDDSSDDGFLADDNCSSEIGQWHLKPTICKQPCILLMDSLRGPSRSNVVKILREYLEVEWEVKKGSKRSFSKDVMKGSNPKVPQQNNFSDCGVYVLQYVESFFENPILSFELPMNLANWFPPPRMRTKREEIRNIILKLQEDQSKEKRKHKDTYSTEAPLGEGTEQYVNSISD
NLRP3 yeast inh – blocks the NALP3 inflammasome reconstituted in yeast; Yeast reconstituted NLRP3/ASC/caspase-1, beta-gal luminescence, 24 h; inhibition, % at 10 µM; 0.39% of 330,000 active;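 active means inhibition of 50% or more; inactive means inhibition below 50%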;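 further: plate controls were induced DMSO wells for no effect and uninduced yeast grown without galactose for full effect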
SENP8 block-2 – blocks human SENP8 cleavage of Nedd8 substrate | inhibition, % at 20 µM | 0.64% of 360,000 active | recombinant SENP8, Nedd8 substrate fluorescence | AID 602440; in the data active means inhibition mostly above about 40%, no sharp cut-off; inactive means mostly below about 27%
HKDC1 inhibitor – blocks human hexokinase HKDC1 activity | inhibition, % at 20 µM | AID 493160 | 0.16% of 340,000 active | Q2TB90 | recombinant HKDC1, G6PDH/diaphorase resazurin coupled fluorescence;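 active means inhibition above about 35% when tested at 20 µM, limit read from the data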;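 further: plate controls were DMSO wells with enzyme for no effect and DMSO wells lacking enzyme for full effect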
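Test system: HK5 enzyme. Quantity: 5 µg/mL HK5 final. Reagent: glucose and ATP substrates. Schedule: 90 min reaction incubation at room temperature, dark. Technique: resazurin-to-resorufin fluorescence via G6PDH and diaphorase coupling, 525/613 nm. Control set: DMSO wells with and without enzyme mix.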
SENP1 inh – inhibitors of human SENP1 SUMO protease catalytic domain. Q9P0U3. recombinant SENP1 catalytic domain, CyPet-SUMO1-YPet FRET cleavage. inhibition, % at 10 µM. 0.21% of 360,000 active;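 active means inhibition at least 30% at 10 µM, raw YFP signal under a set limit, fluorescence ratio 0.5 to 1.5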;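 further: 0% = enzyme with DMSO and 100% = no enzyme wells; some results filed as inactive read as strong as hits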
Target sequence (Q9P0U3 419-644 limits assumed): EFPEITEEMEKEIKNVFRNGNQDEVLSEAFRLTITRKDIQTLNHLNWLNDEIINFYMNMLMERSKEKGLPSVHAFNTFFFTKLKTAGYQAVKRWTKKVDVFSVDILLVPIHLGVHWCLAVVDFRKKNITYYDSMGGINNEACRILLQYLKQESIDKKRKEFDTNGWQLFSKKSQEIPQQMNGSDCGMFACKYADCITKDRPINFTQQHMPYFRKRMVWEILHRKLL
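material = recombinant human SENP1 catalytic domain, His6-tagged | quantity = 20 pM enzyme | reagent = 25 nM SUMO1 FRET substrate | compound dosing = 10 µM single point, 0.5% DMSO | timing = 50 min enzyme reaction, room temperature, light-protected | detection = FRET, CFP and YFP emission | control set = no-enzyme low, enzyme-DMSO high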
Apaf1 inhib – inhibitors of human Apaf-1 apoptosome | O14727 | reconstituted apoptosome caspase-3 activity, DEVD-Rh110 fluorescence | inhibition, % at 20 µM | 0.71% of 330,000 active | AID 489030; active means inhibition of at least 40% at 20 µM;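 further: plate controls were DMSO wells for no effect and DEVD-CHO caspase inhibitor wells for full effect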
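Material: biochemical Apaf-1 apoptosome reconstitution. Medium: Hepes buffer, pH 7.5. Also added: cytochrome c activation, bis-DEVD rhodamine 110 substrate. Timing: 30 min compound preincubation, 50 min activation, room temperature. Measured by: rhodamine 110 fluorescence at Ex 480/Em 540 nm.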
SENP7 inh – blocks the human protease SENP7 | recombinant SENP7, Z-RLRGG-aminoluciferin luminescence, 40 min | Q9BQF6 | inhibition, % at 5 µM | 1.5% of 330,000 active;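 active means inhibition above about 50% at the single test dose, limit read from the data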;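 further: plate controls were DMSO with enzyme for no effect and no enzyme buffer wells for full effect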
Numbers without * were called inactive.

COCCN1C(=O)c2ccccc2C(C(=O)NCCCN2CCCC2=O)C1c1c[nH]c2ccccc12 (stereo not drawn) was read as PfGluPho inh 9, SENP8 block-2 2, HKDC1 inhibitor -6 and SENP1 inh 2.
For O=C1CCNc2ccc(-c3ccccc3)cc21 the results were SENP8 block-1 -6, PfGluPho inh 22, SENP6 inh -6, NLRP3 yeast inh 0, SENP8 block-2 -212, HKDC1 inhibitor 2, SENP1 inh -21, Apaf1 inhib 26 and SENP7 inh -4.
`C/C(CC(=O)Nc1ccc2c(c1)OCCO2)=N\NC(=O)c1ccccn1` gave SENP8 block-1 -1, PfGluPho inh 21, SENP6 inh 0, NLRP3 yeast inh 12, SENP8 block-2 6, HKDC1 inhibitor -15, SENP1 inh -2, Apaf1 inhib -2 and SENP7 inh -4.
COc1ccc(C(=O)N2CCCC(C(=O)N3CCN(c4ccccc4)CC3)C2)cc1 (stereo not drawn) was read as SENP8 block-1 3, PfGluPho inh -3, SENP6 inh -9, NLRP3 yeast inh 14, SENP8 block-2 14, HKDC1 inhibitor -1, SENP1 inh 2, Apaf1 inhib -21 and SENP7 inh -13.
For N#C/C(=C\c1ccc2c(c1)OCCO2)C(=O)Nc1nccs1 the results were SENP8 block-1 22, PfGluPho inh -5, SENP6 inh 47, NLRP3 yeast inh 9, SENP8 block-2 -29, HKDC1 inhibitor 7, SENP1 inh -34, Apaf1 inhib -4 and SENP7 inh -3.
`Cc1cc(C)cc(N(CC(=O)NC2CCCC2)C(=O)CCC(=O)Nc2nc(C)cs2)c1` gave SENP8 block-1 5, PfGluPho inh 7, SENP6 inh 0, NLRP3 yeast inh 23, SENP8 block-2 7, HKDC1 inhibitor -2, SENP1 inh 2, Apaf1 inhib 7 and SENP7 inh 3.
Screening CC(C)N(C)CCOC(=O)/C=C/c1ccccc1 returned PfGluPho inh -12, SENP8 block-2 13, HKDC1 inhibitor -1 and SENP1 inh 3.
For CC(C)NC(=O)C1CCCN(c2nnc(-n3cccc3)s2)C1 (stereo not drawn) the results were SENP8 block-1 -4, PfGluPho inh -10, SENP6 inh -19, NLRP3 yeast inh 8, SENP8 block-2 23, HKDC1 inhibitor -1, SENP1 inh -2, Apaf1 inhib 9 and SENP7 inh -16.
CCOc1cc(N2CCOCC2)c(OCC)cc1NC(=O)CSc1nnc(N)s1 was read as SENP8 block-1 -4, PfGluPho inh 28, SENP6 inh -8, NLRP3 yeast inh 16, SENP8 block-2 8, HKDC1 inhibitor 2, SENP1 inh -1, Apaf1 inhib -1 and SENP7 inh -5.
Cn1cccc1C(=O)OCC(=O)Nc1ccc2[nH]c(=O)[nH]c2c1 was read as SENP8 block-1 -12, PfGluPho inh 25, SENP6 inh -22, NLRP3 yeast inh -1, SENP8 block-2 -11, HKDC1 inhibitor -7, SENP1 inh -1, Apaf1 inhib 4 and SENP7 inh -3.
For CC(Sc1nnc(Cn2c(=O)sc3ccccc32)n1C)c1ccccc1 (stereo not drawn) the results were SENP8 block-1 2, PfGluPho inh 7, SENP6 inh -9, NLRP3 yeast inh 11, SENP8 block-2 13, HKDC1 inhibitor -6, SENP1 inh -2, Apaf1 inhib 1 and SENP7 inh -2.
N#C[C@H]1C(O)C(O)c2ccccc2N1C(=O)c1ccccc1 (stereo partly drawn) was read as SENP8 block-1 -15, PfGluPho inh 13, SENP6 inh -13, NLRP3 yeast inh 19, SENP8 block-2 2, HKDC1 inhibitor -3, SENP1 inh -14, Apaf1 inhib -1 and SENP7 inh 10.
`CCCn1nc(C(=O)N2CC(=O)Nc3ccccc32)c2ccccc2c1=O` gave SENP8 block-1 -3, PfGluPho inh -15, SENP6 inh -6, NLRP3 yeast inh -6, SENP8 block-2 2, HKDC1 inhibitor 4, SENP1 inh -37, Apaf1 inhib 4 and SENP7 inh -7.
Screening CCOc1ccccc1N(CC(=O)Nc1ccc2c(c1)OCCO2)S(C)(=O)=O returned SENP8 block-1 -7, PfGluPho inh -14, SENP6 inh -6, NLRP3 yeast inh 14, SENP8 block-2 18, HKDC1 inhibitor -3, SENP1 inh 2, Apaf1 inhib -1 and SENP7 inh 2.
`Cc1ccc(NC(=O)CCC(=O)NNC(=O)c2ccccc2)c(C)c1` gave SENP8 block-1 3, PfGluPho inh -11, SENP6 inh 0, NLRP3 yeast inh 11, SENP8 block-2 19, HKDC1 inhibitor -4, SENP1 inh 1, Apaf1 inhib -9 and SENP7 inh -6.
COc1ccc(CNC(=O)Cc2csc(NC(=O)Nc3ccccc3OC)n2)cc1 was read as SENP8 block-1 1, PfGluPho inh 6, SENP6 inh -18, NLRP3 yeast inh 13, SENP8 block-2 7, HKDC1 inhibitor 4, SENP1 inh -4, Apaf1 inhib 10 and SENP7 inh -4.
CCOC(=O)c1ccc(NC(=O)c2ccc(C)c(S(=O)(=O)N3CCOCC3)c2)cc1 was read as SENP8 block-1 5, PfGluPho inh -4, SENP6 inh -9, NLRP3 yeast inh 25, SENP8 block-2 23, HKDC1 inhibitor 4, SENP1 inh 6, Apaf1 inhib 5 and SENP7 inh -12.
For CCOc1ccc(-c2cc(N3C(=O)Nc4ccccc4N3O)n[nH]2)cc1 the results were SENP8 block-1 -6, PfGluPho inh 4, SENP6 inh -10, NLRP3 yeast inh 0, SENP8 block-2 8, HKDC1 inhibitor 8, SENP1 inh -2, Apaf1 inhib -14 and SENP7 inh -3.
c1cc(Nc2cccc3nccnc23)c2nccnc2c1 was read as SENP8 block-1 -38, PfGluPho inh 13, SENP6 inh -45, NLRP3 yeast inh 34, SENP8 block-2 36, HKDC1 inhibitor 3, SENP1 inh 52*, Apaf1 inhib 16 and SENP7 inh -17.
For Cc1ccc(CNC(=O)c2cc3c(=O)n(C)c4ccccc4c3n2C)o1 the results were SENP8 block-1 1, PfGluPho inh 22, SENP6 inh 0, NLRP3 yeast inh 8, SENP8 block-2 -76, HKDC1 inhibitor -5, SENP1 inh 0, Apaf1 inhib -1 and SENP7 inh 1.
COc1ccc(C(=O)c2c3ccc([N+](=O)[O-])cc3[n+]([O-])n2CCCN)cc1 was read as SENP8 block-1 -8, PfGluPho inh 34, SENP6 inh 0, NLRP3 yeast inh 30, SENP8 block-2 48*, HKDC1 inhibitor 16, SENP1 inh 2, Apaf1 inhib 26 and SENP7 inh 4.
`O=C(CSc1nnnn1-c1ccccc1)N1CCCc2ccccc21` gave SENP8 block-1 -11, PfGluPho inh 2, SENP6 inh -14, NLRP3 yeast inh 20, SENP8 block-2 26, HKDC1 inhibitor -4, SENP1 inh 2, Apaf1 inhib 11 and SENP7 inh -4.
COc1cccc(NC(=O)Nc2cc(C(=O)O)ccc2C)c1 was read as SENP8 block-1 7, PfGluPho inh -15, SENP6 inh -7, NLRP3 yeast inh 18, SENP8 block-2 10, HKDC1 inhibitor -10, SENP1 inh 4, Apaf1 inhib 12 and SENP7 inh 8.
CCN(CC)c1ncnc2c1cnn2C was read as SENP8 block-1 0, PfGluPho inh -7, SENP6 inh 1, NLRP3 yeast inh -10, SENP8 block-2 21, HKDC1 inhibitor -8, SENP1 inh 2, Apaf1 inhib -13 and SENP7 inh 9.
`CC(/C=C/c1ccccc1)=N/NC(=O)Cn1nnc(N)n1` gave SENP8 block-1 3, PfGluPho inh 14, SENP6 inh 1, NLRP3 yeast inh 18, SENP8 block-2 12, HKDC1 inhibitor 6, SENP1 inh 1, Apaf1 inhib -13 and SENP7 inh 2.
For Cc1nc2sc(C(c3ccco3)N3CCN(c4cccc(Cl)c4)CC3)c(O)n2n1 (stereo not drawn) the results were SENP8 block-1 -2, PfGluPho inh 31, SENP6 inh -7, NLRP3 yeast inh 29, SENP8 block-2 8, HKDC1 inhibitor -3, SENP1 inh -7, Apaf1 inhib -3 and SENP7 inh -3.
For COc1ccc(OC)c([C@@H]2OCCC=C[C@H]2C)c1 the results were SENP8 block-1 2, PfGluPho inh -9, SENP6 inh 11, NLRP3 yeast inh 6, SENP8 block-2 2, HKDC1 inhibitor -3, SENP1 inh -1, Apaf1 inhib -5 and SENP7 inh -3.
O=C1N=C(N2CCCC2)CN1c1ccccc1 was read as SENP8 block-1 -7, PfGluPho inh -11, SENP6 inh -19, NLRP3 yeast inh 10, SENP8 block-2 7, HKDC1 inhibitor -2, SENP1 inh 0, Apaf1 inhib -1 and SENP7 inh -6.
For CN1C(=O)C2ON(c3ccccc3)C(c3cccs3)C2C1=O (stereo not drawn) the results were SENP8 block-1 -2, PfGluPho inh -3, SENP6 inh -13, NLRP3 yeast inh 8, SENP8 block-2 27, HKDC1 inhibitor -4, SENP1 inh 0, Apaf1 inhib 2 and SENP7 inh 5.
COc1ccccc1CNC(=O)CN(C)S(=O)(=O)c1ccc2c(c1)c(=O)n(C)c(=O)n2C was read as SENP8 block-1 -1, PfGluPho inh 1, SENP6 inh -13, NLRP3 yeast inh 13, SENP8 block-2 6, HKDC1 inhibitor 1, SENP1 inh 1, Apaf1 inhib -11 and SENP7 inh 1.
Screening COc1cccc(CC(=O)Nc2cc(S(=O)(=O)N3CCOCC3)ccc2N2CCOCC2)c1 returned SENP8 block-1 -3, PfGluPho inh 7, SENP6 inh 6, NLRP3 yeast inh 7, SENP8 block-2 11, HKDC1 inhibitor -3, SENP1 inh -2, Apaf1 inhib -5 and SENP7 inh -1.
`COCCNC(=O)[C@H]1N2C(=O)c3c(ccc(OC)c3OC)C2SC1(C)C` (stereo partly drawn) gave SENP8 block-1 -3, PfGluPho inh 7, SENP6 inh -15, NLRP3 yeast inh -19, SENP8 block-2 -74, HKDC1 inhibitor -2, SENP1 inh -3, Apaf1 inhib -3 and SENP7 inh 1.

Taken from the results shown, five compounds:
COCCN1C(=O)c2ccccc2C(C(=O)NCCCN2CCCC2=O)C1c1c[nH]c2ccccc12 (stereo not drawn) was read as PfGluPho inh 9, SENP8 block-2 2, HKDC1 inhibitor -6 and SENP1 inh 2.
For O=C1CCNc2ccc(-c3ccccc3)cc21 the results were SENP8 block-1 -6, PfGluPho inh 22, SENP6 inh -6, NLRP3 yeast inh 0, SENP8 block-2 -212, HKDC1 inhibitor 2, SENP1 inh -21, Apaf1 inhib 26 and SENP7 inh -4.
`C/C(CC(=O)Nc1ccc2c(c1)OCCO2)=N\NC(=O)c1ccccn1` gave SENP8 block-1 -1, PfGluPho inh 21, SENP6 inh 0, NLRP3 yeast inh 12, SENP8 block-2 6, HKDC1 inhibitor -15, SENP1 inh -2, Apaf1 inhib -2 and SENP7 inh -4.
COc1ccc(C(=O)N2CCCC(C(=O)N3CCN(c4ccccc4)CC3)C2)cc1 (stereo not drawn) was read as SENP8 block-1 3, PfGluPho inh -3, SENP6 inh -9, NLRP3 yeast inh 14, SENP8 block-2 14, HKDC1 inhibitor -1, SENP1 inh 2, Apaf1 inhib -21 and SENP7 inh -13.
For N#C/C(=C\c1ccc2c(c1)OCCO2)C(=O)Nc1nccs1 the results were SENP8 block-1 22, PfGluPho inh -5, SENP6 inh 47, NLRP3 yeast inh 9, SENP8 block-2 -29, HKDC1 inhibitor 7, SENP1 inh -34, Apaf1 inhib -4 and SENP7 inh -3.

Compound activity as filed in PubChem.
